# Compound activity as filed in PubChem.
# Rab2A wt mod – changes GTP binding to wildtype dog Rab2A, up or down; P61105; GST-Rab2 wt beads, Bodipy-GTP binding, flow cytometry; GTP binding activity, % at 10 µM; actives 0.19% (n = 190,000);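 active means GTP binding activity at least 20 points away from 100%, either lowered or raised; inconclusive means signal likely due to the compound's own green fluorescence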;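 further: 0% = beads with excess unlabeled GTP and 100% = no-compound control corrected for plate trend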
# RGS8-Gao reg – modulates binding of RGS8 to human Galphao; P09471; multiplexed bead flow cytometry; actives lie on both sides; response (percent of control binding), % at 10 µM; actives 0.34% (n = 220,000); AID 1423; in the data active means response below about 60% or above about 140%; inactive means in between;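 further: Galphao activated as the GDP aluminium fluoride complex binding bead-coupled RGS8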
# Mcl1 Noxa PPI – Mcl-1/Noxa interaction inhibition | actives 1.5% (n = 220,000) | TR-FRET Mcl-1/Noxa peptide binding, 2 h | Q07820 | inhibition, % at 21.7 µM;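 active means compounds that cut the protein-peptide binding signal by more than 50% relative to plate controls in a single-dose test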;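 further: His-tagged Mcl-1 with rhodamine Noxa BH3 peptide and terbium anti-His antibody; 0% = Mcl-1 plus Noxa peptide wells and 100% = peptide-only wells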
# Target sequence (Q07820 whole entry, looked up): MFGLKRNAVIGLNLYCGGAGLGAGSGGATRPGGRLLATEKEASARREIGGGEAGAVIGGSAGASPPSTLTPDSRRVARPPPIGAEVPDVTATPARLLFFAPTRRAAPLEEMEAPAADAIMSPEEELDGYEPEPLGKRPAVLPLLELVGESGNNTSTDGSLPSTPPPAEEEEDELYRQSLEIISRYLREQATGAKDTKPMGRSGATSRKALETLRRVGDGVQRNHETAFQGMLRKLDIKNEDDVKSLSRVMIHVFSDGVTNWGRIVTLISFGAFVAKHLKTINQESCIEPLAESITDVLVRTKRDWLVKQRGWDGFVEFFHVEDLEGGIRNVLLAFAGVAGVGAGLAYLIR
# Mcl1-Bid inh – disrupts binding of human Mcl-1 to Bid peptide. Q07820. TR-FRET Mcl-1/Bid-Dy647 peptide binding, 1536-well. inhibition, % at 21.7 µM. actives 0.97% (n = 220,000). AID 1021;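 active means compounds that cut the binding signal by more than half at the single screening dose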;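 further: His-tagged Mcl-1 with europium anti-His antibody binding Bid BH3 peptide; 0% = Mcl-1 plus peptide wells and 100% = peptide-only wells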
# HRas wt GTP bind – changes GTP binding to wildtype human HRas. P01112. GST-Ras wt beads, Bodipy-FL-GTP binding, flow cytometry; actives lie on both sides. GTP binding activity, % at 10 µM. actives 0.14% (n = 190,000). AID 759;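 active means GTP binding activity at least 20% away from the 100% baseline, either lowered as inhibitor or raised as activator; inconclusive means flagged as likely green fluorescent, judged across all proteins in the well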;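 further: 0% = unlabeled GTP competition control and 100% = no-compound control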
# Target sequence (P01112 whole entry, looked up): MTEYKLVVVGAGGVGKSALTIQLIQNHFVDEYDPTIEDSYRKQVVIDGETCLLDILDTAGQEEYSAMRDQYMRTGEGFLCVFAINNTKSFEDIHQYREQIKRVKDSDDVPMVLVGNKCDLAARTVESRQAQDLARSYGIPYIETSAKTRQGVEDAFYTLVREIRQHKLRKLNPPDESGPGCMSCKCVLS
# Pf gamet viab – inhibitors of late stage P. falciparum gametocyte viability; P. falciparum stage V gametocytes, ATP luminescence, 24 h; inhibition, % at 10.9 µM; actives 0.065% (n = 150,000);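 active means inhibition above the mean plus 3 SD of compounds within the control limits, set per campaign, cut at about 38% in these data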;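 further: 0% = DMSO wells and 100% = medium only without gametocytes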
# Rac1 wt modul – alters GTP binding to wildtype human Rac1; AID 757; actives 0.27% (n = 190,000); GST-Rac1 beads, fluorescent GTP binding, flow cytometry; actives lie on both sides; 0 = cold GTP competed, 100 = untreated; GTP binding activity (% of control), % at 10 µM; P63000;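 active means GTP binding activity at least 20 points away from the 100% control level, either lower or higher; inconclusive means compound flagged as likely green fluorescent, judged across all proteins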
# Mcl-1 Bim block – disrupts Bim peptide binding to human Mcl-1 | Bead-based flow cytometry, Bim peptide-Mcl-1 binding | actives 0.1% (n = 190,000) | inhibition, % at 10 µM | AID 1009 | Q07820; in the data active means inhibition above about 40%;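 further: 0% = no compound tracer wells and 100% = peptide blocker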
# Rab7 wt modul – modulators of GTP binding to dog Rab7 wildtype GTPase; GST-Rab7 beads, fluorescent GTP binding, flow cytometry; actives lie on both sides; untreated = 100%, excess cold GTP = 0%; GTP binding activity (percent of control), % at 10 µM; actives 0.055% (n = 190,000);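 active means fluorescent GTP binding to Rab7 beads changed by at least 20 points from the 100% baseline, either direction, mostly lower; inconclusive means compound itself probably fluorescent, or too few beads counted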;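 further: median green fluorescence of bound Bodipy-FL-GTP per Rab7 bead population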
# Rac1 act GTP bind – human Rac1 activated mutant GTP binding change; P63000; GST-Rac1 activated beads, fluorescent GTP binding, flow cytometry; actives lie on both sides; 100% means binding = to untreated wells; percent activity (GTP binding), % at 10 µM; actives 0.11% (n = 190,000); AID 764;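 active means GTP binding at least 20 percentage points away from the 100% baseline, in either direction, so actives lie on both sides; inconclusive means Compound likely fluorescent itself, or too few beads counted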
# Cdc42 wt – modulators (inhibitors or activators) of GTP binding to human Cdc42 wildtype; percent activity (GTP binding), % at 10 µM; actives 0.2% (n = 190,000); P60953; AID 761; GST-Cdc42 beads, Bodipy-GTP binding, flow cytometry; actives lie on both sides;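 active means percent activity GTP binding at least 20 points away from the 100% baseline, either down as inhibitor or up as activator; inconclusive means compound flagged as likely green fluorescent from well-wide comparison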;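 further: median bead fluorescence of bound Bodipy-FL-GTP at 100 nM; 0% = excess unlabeled GTP control and 100% = no compound control; below 100% means less GTP binding so inhibitor and above means activator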
# Target sequence (P60953 whole entry, looked up): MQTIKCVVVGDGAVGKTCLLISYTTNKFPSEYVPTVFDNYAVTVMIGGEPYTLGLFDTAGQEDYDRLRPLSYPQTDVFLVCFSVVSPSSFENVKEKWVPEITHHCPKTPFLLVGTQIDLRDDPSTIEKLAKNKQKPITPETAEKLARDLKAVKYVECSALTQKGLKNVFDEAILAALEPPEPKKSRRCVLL
# The depositor's hits bear a star; ? = inconclusive; · = not tested or not shown; [ ] = remark or other dose.
no.	Structure	Rab2A wt mod	RGS8-Gao reg	Mcl1 Noxa PPI	Mcl1-Bid inh	HRas wt GTP bind	Pf gamet viab
1	Cc1nc(C(=O)Nc2cccc(Cl)c2Cl)nn1-c1cc(OC(C)C)c(Cl)cc1Cl	96	113	-3	1	98	4
2	O=C(O)c1ccc(Cn2cc(C(F)(F)F)ccc2=O)cc1	99	103	-2	-1	98	-2
3	COc1ccc(CCNC(=O)Cn2nc(C(=O)O)c3ccccc3c2=O)cc1OC	?	101	14	5	?	-5
4	O=C(NCc1ccc2c(c1)OCO2)c1ccc2c(c1)C(=O)N(Cc1cccnc1)C2=O	102	102	15	-9	102	5
5	OC1COC(OCC2OC(OCc3ccccc3)C(O)C(O)C2O)C(O)C1O (stereo not given)	99	100	-12	-25	99	·
6	C/C=C/C(=O)Nc1ccccc1Br	102	102	0	-1	101	3
7	Cc1ccc(S(=O)(=O)N2CCN(S(=O)(=O)N3CCCCC3)CC2)c(C)c1	100	102	0	-8	101	16
8	COc1ccc(CCn2nnc(-c3ccc(NC(C)=O)c(Cl)c3)n2)cc1	100	112	-16	-8	102	-19
9	Cc1cccc(NC(=O)c2cnc3scc(C)n3c2=O)c1	101	104	-7	3	104	·
10	COc1ccccc1C1CCCN1Cc1nc(-c2ccc(C)s2)oc1C (stereo not given)	102	105	10	-44	101	-2

no.	Rac1 wt modul	Mcl-1 Bim block	Rab7 wt modul	Rac1 act GTP bind	Cdc42 wt
1	96	-2	93	93	98
2	98	-1	100	93	95
3	?	0	?	?	?
4	107	0	102	102	106
5	101	0	104	97	97
6	102	-4	104	98	101
7	108	-4	98	101	100
8	104	-2	101	99	102
9	107	2	104	103	103
10	99	-1	101	98	102

# Next part
no.	Structure	Rab2A wt mod	RGS8-Gao reg	Mcl1 Noxa PPI	Mcl1-Bid inh	HRas wt GTP bind	Pf gamet viab
11	O=C(Cn1cnc2ccccc2c1=O)N1CCN(c2ccc(F)cc2)CC1	96	103	-3	-60	96	9
12	Cc1ccc2c(Cl)c(C(=O)Nc3nn[nH]n3)sc2c1	96	100	17	-7	100	3
13	Cc1ccc([C@@H]2C[C@H]3CN(Cc4cccc(Cl)c4)C(=O)[C@]34CCCN24)o1	98	102	-5	-62	98	18
14	CCN(C(=O)CSc1nnc(-c2ccc(Cl)cc2)n1C)C1CCS(=O)(=O)C1 (stereo not given)	96	104	7	-19	97	18
15	CC(C)N(C(=O)CSc1nc(COc2ccccc2)nc2ccccc12)C(C)C	94	113	-9	0	93	-6
16	COc1ccc(OC)c(S(=O)(=O)n2cccn2)c1	101	95	3	-1	98	9
17	O=C(CNc1cccc2ccccc12)N/N=C/C(Br)=C/c1ccccc1	98	99	22	-48	100	·
18	Cc1ccc(-n2c(O)c(C=Nc3ccc(S(=O)(=O)Nc4ncccn4)cc3)c3ccccc3c2=O)cc1C	92	102	8	-14	89	9
19	CC(C)=N/N=C(/c1ccc([N+](=O)[O-])cc1)C12CN3CN(CN(C3)C1)C2	105	103	6	6	103	7
20	Cc1cc(NC(=O)Nc2ccccc2[N+](=O)[O-])no1	96	91	-1	-9	96	0

no.	Rac1 wt modul	Mcl-1 Bim block	Rab7 wt modul	Rac1 act GTP bind	Cdc42 wt
11	93	-2	91	91	100
12	98	-3	106	99	96
13	99	-2	99	95	98
14	97	-4	95	94	95
15	94	-26	98	93	90
16	99	1	95	99	99
17	98	0	100	99	99
18	93	0	97	89	86
19	108	-2	105	101	108
20	94	-2	100	96	96

# Next results follow:
no.	Structure	Rab2A wt mod	RGS8-Gao reg	Mcl1 Noxa PPI	Mcl1-Bid inh	HRas wt GTP bind	Pf gamet viab
21	CC(C)CC1NC(=O)N(CC(=O)Nc2ccccc2-c2ccccc2)C1=O (stereo not given)	96	92	16	0	98	15
22	COc1c(C)cc(C(=O)C2CCCN(Cc3c(C)n(C)n(-c4ccccc4)c3=O)C2)cc1C (stereo not given)	98	101	8	-36	97	5
23	O=C(CN1CCC(n2nnc3ccccc32)CC1)Nc1ccc2c(c1)CCC2	99	101	8	-8	100	·
24	CCOC(=O)CSc1nc2c(c(=O)n1-c1ccc(OCC)cc1)SCC2	97	101	0	-28	99	10
25	CCc1ccc2c(c1)cc(CN(C(=S)Nc1ccccc1C)C1CC1)c1nnnn12	94	101	-12	-17	98	·
26	O=C(CN1C(=O)/C(=C/c2cccc(Br)c2)SC1=S)NC1=NCCS1	94	102	55*	0	97	-8
27	CCOC(=O)N1CCN(CC(=O)Nc2ccc(F)c(F)c2F)CC1	97	100	11	-43	96	-2
28	COc1ccc(C(C)(C)C)cc1NC(=O)Cn1cnnn1	99	90	7	-14	100	3
29	COc1ccc(CCNC(=O)c2ccccc2NC(=O)c2ccco2)cc1OC	95	102	22	-28	99	·
30	COCC(C)NCc1cc(Br)ccc1OC (stereo not given)	98	100	24	13	97	28

no.	Rac1 wt modul	Mcl-1 Bim block	Rab7 wt modul	Rac1 act GTP bind	Cdc42 wt
21	101	0	99	97	95
22	98	1	100	95	97
23	100	1	102	97	100
24	104	1	97	100	101
25	98	-2	95	94	96
26	98	-4	97	95	96
27	96	-4	98	96	96
28	99	0	106	96	96
29	96	0	96	94	100
30	99	-1	98	97	96

# Reprinted from the part before: five compounds, then new ones.
no.	Structure	Rab2A wt mod	RGS8-Gao reg	Mcl1 Noxa PPI	Mcl1-Bid inh	HRas wt GTP bind	Pf gamet viab
26	O=C(CN1C(=O)/C(=C/c2cccc(Br)c2)SC1=S)NC1=NCCS1	94	102	55*	0	97	-8
27	CCOC(=O)N1CCN(CC(=O)Nc2ccc(F)c(F)c2F)CC1	97	100	11	-43	96	-2
28	COc1ccc(C(C)(C)C)cc1NC(=O)Cn1cnnn1	99	90	7	-14	100	3
29	COc1ccc(CCNC(=O)c2ccccc2NC(=O)c2ccco2)cc1OC	95	102	22	-28	99	·
30	COCC(C)NCc1cc(Br)ccc1OC (stereo not given)	98	100	24	13	97	28
31	COCCNc1oc(-c2ccc(F)cc2)nc1C#N	100	99	·	·	99	·
32	COc1ccccc1C1CN=NC12CCCc1ccccc1C2=O (stereo not given)	94	103	14	7	98	·
33	O=S(=O)(c1cc(Cl)ccc1Cl)n1ccnc1	96	92	-6	-6	96	26
34	COC(=O)Cn1c(CN2CCN(c3ccc(F)cc3)CC2)nc2c1c(=O)n(C)c(=O)n2C	100	101	8	-21	99	·
35	CC(C)/C=N/Nc1nc(-c2ccc(Br)cc2)cs1	96	100	-13	-5	101	·
36	C=C(C)CSc1nc(N)cc(=O)[nH]1	99	98	6	-16	97	·
37	COc1ccc(CCNC(=O)CN(c2ccc(OC)c(OC)c2)S(C)(=O)=O)cc1	98	101	75*	-19	99	·
38	O=C(Nc1cccc([N+](=O)[O-])c1)c1ccc(CN2CCOCC2)cc1	101	96	13	-24	103	-16
39	Cc1ccc(NC(=O)c2ccccc2)cc1-n1cnnn1	98	102	5	-13	100	-4
40	O=C(CSc1nc(-c2ccccc2)nc2c1Cc1ccccc1O2)Nc1ccccc1	100	103	-9	5	100	·

no.	Rac1 wt modul	Mcl-1 Bim block	Rab7 wt modul	Rac1 act GTP bind	Cdc42 wt
26	98	-4	97	95	96
27	96	-4	98	96	96
28	99	0	106	96	96
29	96	0	96	94	100
30	99	-1	98	97	96
31	100	5	100	99	100
32	95	-3	95	92	95
33	95	2	101	93	93
34	100	1	100	98	99
35	107	-3	99	100	103
36	102	24	98	97	103
37	101	-4	97	100	101
38	108	-3	104	104	107
39	106	0	101	98	95
40	102	-1	99	100	102

# Next section.
no.	Structure	Rab2A wt mod	RGS8-Gao reg	Mcl1 Noxa PPI	Mcl1-Bid inh	HRas wt GTP bind	Pf gamet viab
41	O=C(COc1ccc2ccccc2c1Br)N1CCN(c2ccccn2)CC1	92	104	2	10	94	·
42	CCOC(=O)c1c(-c2ccc(C)o2)csc1NC(=O)COC(=O)c1ccc(NC(N)=O)cc1	96	94	33	-28	98	7
43	CCC(=O)Nc1ccc(C(=O)OCc2ccccc2)cc1	96	99	0	-12	92	22
44	COc1cccc(C(=O)/C=C/c2ccc(N3CCCCC3)c([N+](=O)[O-])c2)c1	93	101	1	-15	96	·
45	CS(=O)(=O)N1CCN(C(=O)c2cccnc2)CC1	103	96	-21	-24	104	-19
46	c1ccc(CNc2ncnc3nc[nH]c23)nc1	99	92	18	-1	97	·
47	c1ccc(CCNc2ncnc3scc(C4COc5ccccc5O4)c23)cc1 (stereo not given)	96	105	6	16	98	-11
48	CCN(CC)C(=O)C(=O)N/N=C/c1ccc(C(=O)OC)cc1	98	100	-7	-27	98	-44
49	O=C(O)CCCCCNC(=O)/C=C/c1ccco1	95	96	20	-24	95	20
50	c1ccc2c3c([nH]c2c1)C1(CCCCC1)NCC3	97	101	10	-13	94	·

no.	Rac1 wt modul	Mcl-1 Bim block	Rab7 wt modul	Rac1 act GTP bind	Cdc42 wt
41	91	1	93	94	95
42	96	5	100	98	95
43	93	0	101	90	92
44	97	-25	97	91	94
45	99	0	99	99	103
46	100	1	101	97	95
47	94	-3	95	96	94
48	100	-6	97	99	100
49	97	1	93	96	94
50	96	4	94	96	95

# Additional compounds follow.
no.	Structure	Rab2A wt mod	RGS8-Gao reg	Mcl1 Noxa PPI	Mcl1-Bid inh	HRas wt GTP bind	Pf gamet viab
51	Cc1ccc(NC(=O)COC(=O)c2ccc(Cl)cc2)cc1S(=O)(=O)N(C)C	94	100	28	-6	96	-8
52	O=C(OCc1nc2ccccc2s1)c1ccccc1O	96	99	11	-6	97	-10
53	Cc1ccc(S(=O)(=O)NCC(=O)Nc2cccc([N+](=O)[O-])c2)cc1	94	101	15	-24	96	-16
54	CSCCC(NS(=O)(=O)/C=C/c1ccccc1)C(=O)O (stereo not given)	94	101	6	-21	95	1
55	c1ccc2c(c1)OCCOCCOc1ccccc1OCCOCCO2	103	145*[activator]	11	-2	103	-1
56	O=C(CSCc1cccc(Cl)c1)NCc1ccc2c(c1)OCO2	94	99	-7	-17	97	·
57	CN1CCC/C1=C1/C(=O)N(c2ccccc2)N=C1NC(=O)Nc1cccc(Cl)c1	96	102	9	-25	98	6

no.	Rac1 wt modul	Mcl-1 Bim block	Rab7 wt modul	Rac1 act GTP bind	Cdc42 wt
51	96	-3	93	94	96
52	96	-2	103	92	93
53	101	0	95	97	98
54	96	1	99	92	91
55	106	-5	104	101	102
56	95	1	96	91	95
57	96	0	99	97	97
